RGS4 inh = blocks human RGS4-accelerated GTP hydrolysis; 390,000 compounds, 0.039% hits; Potency, µM (titrated, usually from 114 µM), inactives show top-dose activity change, negative = inhibition, most hits filed as inhibitors; P49798; AID 504845; Transcreener GDP fluorescence polarization, RGS4-accelerated GTP hydrolysis; note: potency is the fitted concentration of half-maximal effect; % is set by controls: 0 for no effect and ±100 for the full control effect; nearly all actives have a fitted effect of over 75% in size; some results filed as inactive show a strong effect at the top dose
Target sequence (P49798 whole entry, looked up): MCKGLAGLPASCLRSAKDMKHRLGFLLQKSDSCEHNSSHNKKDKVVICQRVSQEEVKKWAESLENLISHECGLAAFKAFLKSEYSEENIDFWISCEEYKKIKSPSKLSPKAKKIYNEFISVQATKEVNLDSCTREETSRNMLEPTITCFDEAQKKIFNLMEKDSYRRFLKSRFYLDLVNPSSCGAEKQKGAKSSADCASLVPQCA
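MLSMR compounds (23 nl, pin-transferred) preincubated 10 min at room temperature with a 500nM (2x) first reagent, then RGS4 at 900nM (2x) plus Transcreener GDP mix added; fluorescence polarization (620/688 nm) read before and after 90 min at 30 °C.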
Vif-A3G inh = blocks the Vif interaction with human APOBEC3G; HeLa A3G-eYFP + Vif (tagged APOBEC3G with the HIV-1 protein that degrades it), YFP fluorescence, overnight; Potency, µM (top dose mostly 46.1 µM), without a hit: at the highest dose activity, negative = active, usual class: inhibitors; 410,000 compounds, 0.076% hits; AID 602310;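 note: potency is the fitted concentration of half-maximal effect; % is set by controls: 0 for no effect and ±100 for the full control effect; nearly all actives have a fitted effect of over 60% in size; hits raise eYFP signal because A3G escapes Vif-driven loss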
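Read-out is eYFP fluorescence (Ex 488/Em 500-530) from Vif-expressing HeLa A3G-eYFP cells; more signal means A3G escaped Vif-mediated degradation. Cells plated overnight, compound pinned in, incubated overnight at 37 deg C.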
LDHA block = LDHA (human) enzyme inhibition; purified LDHA, NADH/diaphorase-resazurin fluorescence; hits give low values; AID 1347041; P00338; activity change, % (values are at about 110 or 230 µM); 480,000 compounds, 0.15% hits; in the data active = activity change below about -30%; inconclusive = mostly about -25% to -30%;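 note: plate controls were DMSO wells for no effect and wells without enzyme for full effect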
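Human LDH5 (2 nM) was incubated with 0.06 mM NADH and 0.2 mM pyruvate for 5 min at room temperature in Tris pH 7.4. Remaining NADH was coupled through diaphorase/resazurin, and resorufin fluorescence was read at 0 and 20 min.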
rTrxR1 inhibitor = blocks rat thioredoxin reductase 1; 390,000 compounds, 1% hits; Potency, µM (doses to about 114 µM), without a hit: at the highest dose activity change, negative = inhibition, actives largely listed as inhibitors; O89049; AID 588453; recombinant rTrxR1, NADPH fluorescence consumption, selenite substrate; note: potency is the fitted concentration of half-maximal effect; % is set by controls: 0 for no effect and ±100 for the full control effect; nearly all actives have a fitted effect of over 65% in size
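Rat TrxR1 (90 nM in the dispensed reagent) was pre-reduced with 400 uM NADPH for 5 min at room temperature, then incubated with compound for 15 min. After 400 uM selenite was added, NADPH fluorescence (Ex 340/Em 450 nm) was followed for 8 min.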
Vif-A3F inh = blocks the Vif interaction with APOBEC3F; HeLa A3F-eYFP + Vif (tagged APOBEC3F with the HIV-1 protein that degrades it), YFP fluorescence increase; 390,000 compounds, 0.2% hits; Potency, µM (series often up to 46.1 µM), for inactives: top-dose activity, negative = active; note: potency is the fitted concentration of half-maximal effect; % of control where 0% means no effect; nearly all actives have a fitted effect of over 65% in size
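Fluorescence increase (Ex 488/Em 500-530) after overnight compound treatment at 37 deg C flags inhibition of Vif-driven A3F-eYFP loss in stable HeLa A3F-eYFP/Vif cells seeded overnight beforehand.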
USP1-UAF1 inh = inhibitors of human USP1/UAF1 deubiquitinase | recombinant USP1/UAF1, Ub-Rhodamine cleavage fluorescence | 390,000 compounds, 0.23% hits | Potency, µM (titrated, usually from 57.1 µM), inactives show at the highest dose activity change, negative = inhibition, hits mostly inhibitors | AID 743255; note: potency is the fitted concentration of half-maximal effect; % is set by controls: 0 for no effect and ±100 for the full control effect; nearly all actives have a fitted effect of over 60% in size; inactives centre near -12
Target sequence (O94782 whole entry, looked up): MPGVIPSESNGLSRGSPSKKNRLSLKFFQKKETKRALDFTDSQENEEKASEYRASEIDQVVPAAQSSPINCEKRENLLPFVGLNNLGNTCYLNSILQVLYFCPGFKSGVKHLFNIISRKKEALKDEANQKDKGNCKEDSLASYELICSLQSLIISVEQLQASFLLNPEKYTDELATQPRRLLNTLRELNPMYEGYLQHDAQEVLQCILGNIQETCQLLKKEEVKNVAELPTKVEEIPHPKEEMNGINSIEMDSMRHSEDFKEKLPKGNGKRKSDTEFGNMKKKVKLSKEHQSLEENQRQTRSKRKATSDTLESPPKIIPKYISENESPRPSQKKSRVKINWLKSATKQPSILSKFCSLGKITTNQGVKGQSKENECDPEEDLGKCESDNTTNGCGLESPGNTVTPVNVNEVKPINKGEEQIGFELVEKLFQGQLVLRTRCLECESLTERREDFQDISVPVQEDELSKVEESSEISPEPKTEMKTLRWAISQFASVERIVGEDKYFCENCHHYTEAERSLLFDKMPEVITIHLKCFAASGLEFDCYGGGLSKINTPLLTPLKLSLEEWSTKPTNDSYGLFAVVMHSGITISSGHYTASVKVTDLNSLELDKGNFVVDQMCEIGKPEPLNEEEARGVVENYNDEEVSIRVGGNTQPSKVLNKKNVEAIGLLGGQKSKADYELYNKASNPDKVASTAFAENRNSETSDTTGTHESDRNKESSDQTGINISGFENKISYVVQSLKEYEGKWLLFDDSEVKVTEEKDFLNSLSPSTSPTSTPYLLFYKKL
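USP1/UAF1 complex at 1 nM was preincubated with compound for 15 min at room temperature, then Ub-Rho substrate (150nM final) was added. Fluorescence (480/540 nm) was read kinetically, 6 reads every 60 seconds.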
TrxR1 substrate = rat thioredoxin reductase 1 substrate activity. 390,000 compounds, 0.01% hits. purified TrxR1 substrate turnover, NADPH consumption readout. O89049. Potency, µM (highest dose often 114 µM), without a hit: top-dose activity change, negative = substrate turnover; note: potency is the fitted concentration of half-maximal effect; % is set by controls: 0 for no effect and ±100 for the full control effect; nearly all actives have a fitted effect of over 50% in size
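Rat TrxR1, dispensed at 90 nM, was prereduced with 400 uM NADPH (final) for 5 min at ~22 deg C, then incubated with compound 15 min before 400 uM selenite. A first-read NADPH fluorescence drop versus no-compound background flagged substrates.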
mIDH1 inhibitor = blocks human mutant IDH1 R132H enzyme; 390,000 compounds, 0.093% hits; Potency, µM (top dose mostly 76.6 µM), for the others: at the highest dose activity change, negative = inhibition, hits mostly inhibitors; IDH1-R132H enzyme, NADPH consumption, diaphorase/resazurin fluorescence; note: potency is the fitted concentration of half-maximal effect; % is set by controls: 0 for no effect and ±100 for the full control effect; nearly all actives have a fitted effect of over 65% in size
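IDH1-R132H (0.5 ug/mL dispensed) in pH 7.5 Tris buffer was preincubated 30 min with compound, then given a substrate mix of 0.016 mM NADPH and 2 mM alpha-KG for 80 min at room temperature; remaining NADPH was read by diaphorase/resazurin fluorescence.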
GRP78 ERSR act = inducers of ER stress response in human glioma cells | U87-MG GRP78 promoter luciferase reporter, 16 h | Potency, µM, without a hit: at the highest dose activation, actives largely listed as activators | 420,000 compounds, 0.02% hits | AID 602332; note: potency is the fitted concentration of half-maximal effect; series mostly up to about 76 µM; % of control where 0% means no effect; nearly all actives have a fitted effect of over 35% in size
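Stably transfected U87-MG human glioma cells carrying a GRP78-based luminescent sensor were seeded at 1000 cells/well, pin-dosed with compounds and incubated 16 h. Luciferase reagent was then added, and end-point luminescence was read after 10 min at room temperature.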
The depositor's hits bear a star; ? = inconclusive; . = no result given; [ ] = dose if it differs, or a comment. Unless noted, calls come from the whole dose curve; as a rule, active = well fitted curve in the direction sought with a large enough effect; inconclusive = small, poorly fitted or top-dose-only effect, or another doubt; inactive = no such curve, though single readings can be large; an effect the other way counts as inactive or inconclusive.

Screens in order: rTrxR1 inhibitor	Vif-A3F inh	GRP78 ERSR act	Vif-A3G inh	mIDH1 inhibitor	USP1-UAF1 inh	RGS4 inh	LDHA block	TrxR1 substrate
- C/C(CC(=O)Nc1ccccn1)=N\NC(=O)Cc1cccc2ccccc12
→ 1%	-2%	-1%	0%	4%	-12%	-3%	-1	10%
- Cc1ccc(CNC(=O)CSc2nc3n[nH]c(C)c3c(=N)n2-c2ccccc2Cl)cc1
→ 18%[57.1 µM]	-18%	0%	-7%	5%	2%	-5%	2	4%[57.1 µM]
- c1ccc2c(c1)ncn2-c1ncnc2sc3c(c12)CCCC3
→ 16%	.	-5%	-3%	5%	-20%	0%	-5	27%
- CCOC(=O)c1ccc(NC(=O)CN2C(=O)CN(C(C)=O)C2=S)cc1
→ 7%	8%	1%	0%	4%	-3%	32%	-8	-2%
- O=C(O)C1=CCC=CC1C(=O)O (stereo not drawn)
→ .	-4%	-8%	1%	9%	35%[activator]	.	-8	.
- COc1ccc(S(=O)(=O)Oc2ccc3c(c2)O/C(=C\c2cccnc2)C3=O)cc1
→ 3%	-14%	-4%	0%	-29%	-19%	-17%	-3	5%
- CC(=O)Nc1cccc(OCCCNC(=O)c2cccc3ccccc23)c1
→ 10%	12%	6%	-7%	2%	-20%	9%	4	-3%
- Cc1cc(Br)ccc1OCC(=O)N1CCCCCC1
→ 12%	-14%	5%	-1%	2%	-19%	-3%	0	6%
- COC(=O)c1ccc(CSc2nc(-c3ccco3)cc(C(F)(F)F)n2)o1
→ 3%[57.1 µM]	-11%	-4%	-28%	10%	-24%	-51%	1	9%[57.1 µM]
- Cc1cc(C)cc(NC(=O)NC2CCN(CC(=O)Nc3cccc(Cl)c3C)CC2)c1
→ 9%	-6%	-5%	0%	4%	-16%	-21%	-3	0%
- O=C1/C(=C/c2ccccc2)SC(=S)N1CC(=O)N1CCCCC1c1cccnc1 (stereo not drawn)
→ 15%	1%	-12%	2%	-3%	-24%	-4%	-2	0%
- Cc1ccc(C(=O)NNC(=O)c2ccc(NS(=O)(=O)c3cccs3)cc2)o1
→ 14%	0%	-3%	-1%	-3%	-27%	8%	-1	-3%
- CC(C)(C)NS(=O)(=O)c1ccc(OCC(=O)NCc2ccco2)cc1
→ 24%[57.1 µM]	-19%	-2%	2%	0%	-20%	-15%	-2	7%[57.1 µM]
- CN1CCN(Cc2nc3c(c(=O)[nH]c(=O)n3C)n2Cc2c(F)cccc2Cl)CC1
→ 5%	-13%	-2%	-6%	-4%	-23%	12%	-2	-2%
- S=C(Nc1cccc(Cl)c1)N1CCN(c2ccccn2)CC1
→ 17%	6%	-3%	3%	-1%	-10%	-1%	-17	0%
- CC1CCCCC12NC(=O)N(CC(=O)Nc1cccc(S(=O)(=O)N3CCCCC3)c1)C2=O (stereo not drawn)
→ -4%	1%	-5%	-11%	-5%	-7%	17%	-3	-4%
- O=C(CSc1nccn1-c1cccc(Cl)c1)NC1CCCC1
→ 14%[57.1 µM]	9%	-4%	0%	4%	-5%	1%[11.4 µM]	-7	5%[57.1 µM]
- COc1ccc(S(=O)(=O)N2CCOCC2)cc1NC(=O)CSc1ccccc1
→ 14%	-13%	-3%	0%	3%	-16%	-13%	1	2%
- COCCN1CCN(Cc2cn[nH]c2-c2cc3ccccc3o2)CC1
→ 16%	1%	-1%	-1%	8%	-22%	-7%	2	7%
- COc1ccc(/C=C(\NC(=O)c2ccc(C)cc2)C(=O)NCCCN2CCOCC2)cc1OC
→ -11%	0%	-4%	2%	1%	-17%	-3%	-6	-9%
- O=C(NCc1cccnc1)/C(=C/c1ccc(Cl)cc1)NC(=O)c1ccccc1
→ 13%[57.1 µM]	11%	-3%	-2%	20%	-6%	-43%	-8	0%[57.1 µM]
- O=C(COC(=O)c1cccnc1)Nc1ccc(F)cc1
→ 14%	.	-4%	-1%	8%	-25%	35%	-4	4%
- CCn1c2ccccc2c2cc(NC(=O)COC(=O)c3cc(S(=O)(=O)N4CCCCC4)ccc3Cl)ccc21
→ -7%	-3%	-2%	-10%	5%	-2%	29%	-5	-10%
- C[C@]12c3[nH]c4cc(-c5ccco5)ccc4c3CCN1C(=O)[C@@H](CC(=O)NCc1cccc(C(F)(F)F)c1)C[C@@H]2C(=O)N1CCOCC1
→ -26%	1%	-1%	-1%	-1%	-31%	?	-4	4%
- CCCC(=O)Nc1ccc(Cl)c(NC(=O)c2ccco2)c1
→ 17%	-6%	-3%	0%	3%	-22%	12%	1	9%
- CCOc1ccc(S(=O)(=O)N(C)CC(=O)NC2CCCC2)cc1
→ -13%	0%	-3%	0%	5%	-6%	-30%	-1	-4%
- COC(=O)COc1ccc(C(C2C(=O)CC(C)(C)CC2=O)C2C(=O)CC(C)(C)CC2=O)cc1
→ ?	7%	-3%	2%	-8%	-16%	?	-2	6%
- NC(=O)C1CCN(C(=O)/C(=C/c2ccco2)NC(=O)c2ccccc2)CC1
→ -9%	-10%	-2%	2%	10%	-18%	12%	-4	0%[57.1 µM]
- Cc1ccc(Cl)cc1N1CCN(C(=O)Cc2c(C(=O)O)c(C)cn2C)CC1
→ 14%[57.1 µM]	1%	-4%	4%	18%	-15%	14%	-1	2%[57.1 µM]
- CCCC(=NCc1ccccc1)C1=C(O)C(C(=O)OC)C(C)(C)CC1=O (stereo not drawn)
→ 15%	2%	-2%	2%	3%	-13%	7%	-4	9%
- COc1cc2[nH]c(=O)n(Cc3ccc(C(=O)N4CCN(c5ccc(Cl)cc5)CC4)cc3)c(=O)c2cc1OC
→ 22%	-2%	-4%	7%	2%	-5%	26%	-14	5%
- O=C1CCC([N+](=O)[O-])C(c2ccc(Cl)c([N+](=O)[O-])c2)N1 (stereo not drawn)
→ 22%[57.1 µM]	11%	3%	1%	-4%	-14%	29%	-2	10%[57.1 µM]
- O=C(CN1C(=O)/C(=C/c2ccc(Cl)cc2)SC1=S)NC1C=CS(=O)(=O)C1 (stereo not drawn)
→ 34%[activator]	2%	-5%	0%	6%	7%	34%	-5	5%
- COc1ccc(C2C(C(=O)c3ccco3)=C(O)C(=O)N2CCc2ccccc2)cc1OC (stereo not drawn)
→ -16%	-3%	-2%	1%	12%	4%	1%	-3	-15%
- CCCN1C(=O)CC(c2ccco2)Sc2ccccc21 (stereo not drawn)
→ ?	-3%	-6%	-16%	2%	-13%	-30%	-6	9%
- O=C(Nc1c2c(nn1-c1ccccc1)CS(=O)(=O)C2)c1ccccc1Br
→ 10%	4%	-2%	-4%	2%	-22%	2%	-5	3%
- COc1ccc2nc(N=Nc3ccc(O)c4ccccc34)sc2c1
→ -8%	3%	-6%	1%	0%	-13%	-6%	-1	-8%
- CCN(CC)CCN1C(=O)C(=O)/C(=C(/O)c2ccc(OC)c(OC)c2)C1c1ccccn1 (stereo not drawn)
→ -21%	5%	-2%	0%	0%	-2%	4%	2	-9%
- COc1cc(CNc2ccc3[nH]c(=O)[nH]c3c2)ccc1OCc1cccc(C)c1
→ 15%[57.1 µM]	?	-7%	-5%	4%	-16%	-7%	1	12%[57.1 µM]
- CC(Sc1cccc[n+]1[O-])C(=O)Nc1ccc([N+](=O)[O-])cc1Cl (stereo not drawn)
→ 18%	-13%	-2%	0%	-3%	-24%	13%	2	1%
- Cc1nn(CCCC(=O)Nc2cccnc2Cl)c(C)c1[N+](=O)[O-]
→ 17%	-2%	-4%	-6%	-7%	-16%	32%	-1	6%
- COc1ccc(OC)c(CNC(=O)CCCn2nc(C)c3c(C)n(-c4ccc(C)cc4)nc3c2=O)c1
→ 10%	5%	1%	6%	-19%	-16%	30%	-4	-4%
- COc1ccnc(Oc2ccccc2)c1C#N
→ 12%	-1%	-1%	0%	3%	-10%	2%	2	-8%
- O=C(c1cccc(NS(=O)(=O)c2ccc(F)c(F)c2)c1)N1CCCCC1
→ 6%	-4%	-2%	2%	2%	-21%	-3%	-6	-2%
- N#CC1(Nc2ccc(-c3ccc(NC4(C#N)CCCC4)cc3)cc2)CCCC1
→ 1%[11.4 µM]	10%	-6%	0%	1%	-13%	-45%	5	14%[57.1 µM]
- CCOC(=O)N1CCC(NC(=O)CCS(=O)(=O)c2ccc3c(c2)CCN3C(=O)CC)CC1
→ 10%[57.1 µM]	6%	-4%	-1%	2%	-10%	-34%	-3	-1%
- CC(NS(=O)(=O)c1ccc2c(c1)CCN2C(=O)CCCC(=O)O)c1ccccc1 (stereo not drawn)
→ 8%	-4%	-3%	2%	-5%	-23%	2%	-3	0%
- CC1OC(C)(C)OC1C1CNc2nc(NC(=O)C(C)(C)C)[nH]c(=O)c2N1C(=O)c1cccnc1 (stereo not drawn)
→ -1%	7%	-2%	0%	2%	-5%	-1%	-3	-6%
- COc1cccc(C(=O)Nc2ccc3c(c2)C(=O)N(CC2CCCO2)C3=O)c1 (stereo not drawn)
→ 7%	10%	5%	0%	7%	-19%	-8%	2	5%

Bioassay records from PubChem.

An excerpt, so the mix of outcomes need not match the whole.
